Bioassay records as filed in PubChem.
SNCA viab count – GF-AFC viability counterscreen for inhibitors of alpha-synuclein gene (SNCA) expression. HEK-293-SNCA-luc viability, GF-AFC fluorescence, 24 h. Potency, µM (highest dose often 57.1 µM), inactives show top-dose activity change, negative = cytotoxicity, actives largely listed as cytotoxic. actives 0.12% (n = 150,000);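 note: potency is the fitted concentration of half-maximal effect; 0% = DMSO-treated cells and -100% = medium-only wells without cells; nearly all actives have a fitted effect of over 30% in size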
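Cytotoxicity counterscreen: after 24 h compound treatment of genome-edited SNCA-luciferase HEK-293 cells, live-cell protease substrate GF-AFC read by fluorescence after 30 min; activity scaled between DMSO (0%) and medium-only (-100%), curves Hill-fitted.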
IP6K1 inh – Primary qHTS assay for small molecule inhibitors of Inositol hexaphosphate kinase 1 (IP6K1). Inositol hexakisphosphate kinase 1 (Homo sapiens), Q92551. IP6K1 kinase, ADP-Glo luminescence, 2 h; active compounds read low. activity change, % (series mostly up to about 58 µM). actives 0.81% (n = 140,000). AID 1645851, 2021; in the data active = activity change below about -25%
Target sequence (Q92551 whole entry, looked up): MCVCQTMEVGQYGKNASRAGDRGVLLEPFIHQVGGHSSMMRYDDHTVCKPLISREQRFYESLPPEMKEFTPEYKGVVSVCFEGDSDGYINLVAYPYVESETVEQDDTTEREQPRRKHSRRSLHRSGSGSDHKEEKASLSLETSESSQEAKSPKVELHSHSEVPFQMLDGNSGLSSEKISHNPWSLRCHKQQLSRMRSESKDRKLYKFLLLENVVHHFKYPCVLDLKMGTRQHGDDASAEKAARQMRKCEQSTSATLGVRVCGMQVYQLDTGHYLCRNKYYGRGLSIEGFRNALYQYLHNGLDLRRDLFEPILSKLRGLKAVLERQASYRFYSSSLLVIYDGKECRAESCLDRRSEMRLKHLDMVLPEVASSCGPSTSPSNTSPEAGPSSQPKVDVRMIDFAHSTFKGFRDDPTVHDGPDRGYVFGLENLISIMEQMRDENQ
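ADP-Glo luminescence measures ADP made by human IP6K1 during a 2 h RT reaction with ATP/IP6 (mix at 1.3 mM/130 uM); top library doses 57.5 and 19.1 uM final.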
GPT2 inh – Primary qHTS assay for inhibitors of Glutamate pyruvate transaminase 2 (GPT2) | actives 0.25% (n = 100,000) | Potency, µM (top dose mostly 57.7 µM), for inactives: at the highest dose activity change, negative = inhibition, most hits filed as inhibitors | Alanine aminotransferase 2 (Homo sapiens), Q8TD30 | Recombinant GPT2, coupled pyruvate oxidase/HRP Amplex Red fluorescence; note: potency is the fitted concentration of half-maximal effect; nearly all actives have a fitted effect of over 60% in size; many of its hits are not listed in these tables
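Recombinant GPT2 (10ng/uL) with 250uM a-KG and 2mM L-alanine, 30 min at room temperature, in HEPES pH 7.5 buffer. Pyruvate detected by pyruvate oxidase/HRP/Amplex Red fluorescence after 30 min in the dark; AOA (50uM) as positive control.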
NIH3T3 tox – Cytotoxic Profiling in NIH 3T3 Cell Line of Diverse Libraries Using Quantitative High-Throughput Screening. NIH 3T3 viability, CellTiter-Glo ATP luminescence, 48-72 h. Potency, µM (titrated, usually from 96.7 µM), for the others: top-dose activity change, negative = cytotoxicity, actives largely listed as inhibitors. actives 4.3% (n = 94,000). AID 1345082, 2018; note: potency is the fitted concentration of half-maximal effect; nearly all actives have a fitted effect of over 55% in size
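Cytotoxicity was measured by CellTiter-Glo ATP luminescence after 48 or 72 h compound exposure at 37 °C. Mouse NIH 3T3 fibroblasts were seeded at 400 cells/well and dosed by 23 nL pin transfer.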
Luciferase inh – Firefly luciferase inhibition profiling of diverse chemical library using quantitative high-throughput screening | Luciferin 4-monooxygenase (Photinus pyralis), P08659 | purified P. pyralis luciferase, luminescence, biochemical | Potency, µM (highest dose often 115 µM), inactives show top-dose activity change, negative = inhibition, hits mostly inhibitors | actives 2.5% (n = 76,000) | AID 1347043, 2019; note: potency is the fitted concentration of half-maximal effect; nearly all actives have a fitted effect of over 65% in size
Target sequence (P08659 whole entry, looked up): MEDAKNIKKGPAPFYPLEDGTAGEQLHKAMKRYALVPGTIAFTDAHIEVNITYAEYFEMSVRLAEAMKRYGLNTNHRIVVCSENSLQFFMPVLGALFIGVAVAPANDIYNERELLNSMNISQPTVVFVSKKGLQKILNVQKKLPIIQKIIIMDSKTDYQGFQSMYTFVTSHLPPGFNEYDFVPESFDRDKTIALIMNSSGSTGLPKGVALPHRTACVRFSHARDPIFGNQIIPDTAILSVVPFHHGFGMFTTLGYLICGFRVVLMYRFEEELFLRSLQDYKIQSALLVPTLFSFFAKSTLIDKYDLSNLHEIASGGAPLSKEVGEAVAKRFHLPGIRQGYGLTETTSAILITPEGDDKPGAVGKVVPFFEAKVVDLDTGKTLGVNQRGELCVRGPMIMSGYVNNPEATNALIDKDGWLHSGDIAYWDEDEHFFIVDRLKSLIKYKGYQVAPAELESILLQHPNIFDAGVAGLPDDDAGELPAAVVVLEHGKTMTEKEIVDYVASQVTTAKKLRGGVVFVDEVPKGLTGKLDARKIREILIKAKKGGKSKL
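Inhibitors were tested against purified firefly luciferase in a biochemical, low-substrate format (both substrates at 10uM) and luminescence measured with a CCD imager.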
HEK293 tox – Cytotoxic Profiling in HEK 293 Cell Line of Diverse Libraries Using Quantitative High-Throughput Screening; HEK 293 viability, ATP luminescence (CellTiter-Glo), 48-72 h; Potency, µM (titrated, usually from 115 µM), without a hit: at the top dose activity change, negative = cytotoxicity, hits mostly inhibitors; actives 6.6% (n = 94,000); note: potency is the fitted concentration of half-maximal effect; nearly all actives have a fitted effect of over 60% in size
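Cells seeded first (HEK 293, 250 cells/well), then compound added by pintool. Incubation ran 48 or 72 hr at 37 degree Celsius. CellTiter-Glo was added and luminescence imaged after 10 min at room temperature.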
SNCA expr inhib – Primary qHTS assay for inhibitors of alpha-synuclein gene (SNCA) expression | HEK-293 SNCA-luciferase knock-in, luminescence, 24 h | Potency, µM (highest dose often 57.2 µM), for inactives: at the highest dose activity change, negative = inhibition, usual class: inhibitors | actives 0.17% (n = 140,000);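 note: potency is the fitted concentration of half-maximal effect; plate controls were DMSO cells for no effect and cell-free wells for full effect; nearly all actives have a fitted effect of over 45% in size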
* hit, by the source's call; i = inactive; ? = inconclusive; / = no result given; [ ] = remark or other dose. Unless noted, calls come from the whole dose curve; as a rule, active = well fitted curve in the direction sought with a large enough effect; inconclusive = small, poorly fitted or top-dose-only effect, or another doubt; inactive = no such curve, though single readings can be large; an effect the other way counts as inactive or inconclusive. Unless noted, % is set by controls: 0 for no effect and ±100 for the full control effect. Not all compounds are listed, so the mix of outcomes need not match the whole.

Value order – SNCA expr inhib	Luciferase inh	SNCA viab count	GPT2 inh	HEK293 tox	IP6K1 inh	NIH3T3 tox
1. CCNc1ncc(C(=O)N2CCC(O)(CN3CCOCC3)C(C)(C)C2)cn1 (stereo not drawn)
→ -18%	16%	-5%	-22%[11.5 µM]	-16%	28	0%
2. CC(=O)Nc1ccc(CN2C(=O)OC3(CCN(C(=O)C4CCC4)CC3)C2(C)c2ccccc2)cc1 (stereo not drawn)
→ -5%	0%	-2%	-7%	?	3	?
3. CCCN(CCC)CCCNC(=O)c1cn(C)c2ccc(S(=O)(=O)N3CCOCC3)cc2c1=O
→ 33%[activator]	/	-4%	/	/	7	/
4. Cc1ccc(C2Cn3nnc(C(=O)N4CCN(C(=O)Cc5ccc(Cl)cc5)CC4)c3CO2)cc1 (stereo not drawn)
→ 1%	12%	-1%	-11%	-5%	4	4%
5. O[C@H]1CC[C@@H](Cc2cc(-c3ccc(F)cc3)on2)O[C@@H]1CNCc1ccccc1Cl
→ 94%[activator][87.6 µM]	-5%[172 µM]	-15%[87.6 µM]	-3%[88.5 µM]	?	2	?
6. COC(=O)c1ccc(NC(=O)N2CCN(c3nnc(C)c4c(C)n(-c5ccccc5)nc34)CC2)cc1
→ 2%	/	9%	/	/	-4	/
7. COc1ccc(C(=O)N2C[C@@H](CO)[C@H](c3ccccn3)C2)cn1
→ -9%	-12%	-5%	?	-10%	3	-18%
8. CCOc1cc(C)c(CN2CCCC(O)(CN(C)C)C2)cc1C(C)C (stereo not drawn)
→ -1%	10%	0%	i	35µM*	11	40µM*
9. COCc1nc(CCNS(=O)(=O)c2ccc(F)cc2)no1
→ 15%	-4%	1%[12.5 µM]	2%	0%	-1	-14%
10. CN1CCOc2c(C(=O)NCc3cnn(C)c3)cc(-c3ccc([S+](C)(=O)[O-])cc3)cc21
→ -3%[87.6 µM]	-6%[172 µM]	-14%[87.6 µM]	5%[88.5 µM]	-23%[172 µM]	-15	?
11. CCOCC(=O)N[C@@H]1CN(S(C)(=O)=O)C[C@H]1CN(C)C
→ -5%	-4%	0%	-16%	-6%	1	0%
12. COc1ccc(Cn2c(SCc3ccc(C(=O)NCCc4ccccc4)cc3)nc3cccnc32)cc1
→ 69%[activator]	/	0%	/	/	0	/
13. CCc1noc(-c2cn(C3CCN(C(=O)c4ccc(Cl)s4)CC3)nn2)n1
→ -6%	2%	6%	?	-31%	20	-28%
14. O=S(=O)(NCCc1nnc2ccc(SCc3cccc(Cl)c3)nn12)c1ccccc1
→ -28%	/	-7%	/	/	9	/
15. CNc1cc(C)nc(N2C[C@H]3CN(C(=O)N(C)C)C[C@@]3(C(=O)O)C2)n1
→ 27%	12%	0%	-2%	-9%	11	-1%
16. Cn1c(=O)c2cc(C(=O)N3CCN(c4cccc(C(F)(F)F)c4)CC3)sc2c2ccccc21
→ -13%	/	-5%	/	/	-5	/
17. COc1ccccc1OCC(=O)NCc1nc(-c2ccc(Cl)cc2)no1
→ ?	/	9%	/	/	-24	/
18. Cc1cnc(CC2CCCN(C(=O)Cc3ccccc3)C2)n1C(C)C (stereo not drawn)
→ -7%	5%	-10%	-2%	-11%	12	-9%
19. N#Cc1ccc(CN2CCC3(C2)NC(=O)c2ccccc2CO3)cc1 (stereo not drawn)
→ -5%	3%	1%	i	?	9	-15%
20. COc1ccc(C(=O)NCC(c2cccs2)S(=O)(=O)c2ccc(F)c(C)c2)cc1 (stereo not drawn)
→ 19%	/	-16%	/	/	17	/
21. COc1ccc(S(=O)(=O)c2c(C(=O)c3ccc(C)c(C)c3)cnc3ccc(C)cc23)cc1
→ -17%	/	5%	/	/	10	/
22. Fc1ccc(CNc2ncnc3c2c(-c2ccccc2)cn3-c2ccccc2)cc1
→ ?	/	-13%	/	/	24	/
23. Cc1c(C(=O)OC2CCCCCC2)[nH]c2c1C(=O)CC(c1ccc(N(C)C)cc1)C2 (stereo not drawn)
→ 45%[activator]	/	8%	/	/	14	/
24. CCOc1ccc(Cn2c(CNS(=O)(=O)c3ccc(C(C)(C)C)cc3)nc3cccnc32)cc1
→ -23%	/	2%	/	/	-4	/
25. COc1ccc(Cn2c(C3CCN(C(=O)c4cc(C)cc(C)c4)CC3)n[nH]c2=O)cc1
→ -24%	-4%	-3%	?	-2%	-16	-22%
26. CCOc1nc(NC(=O)NS(=O)(=O)Oc2ccccc2)nc(-c2ccccc2)n1
→ 75%[activator]	/	-6%	/	/	-6	/
27. COc1ccc(CC(=O)N2CCc3c([nH]c4ccccc34)C2c2ccc(SC)cc2)cc1 (stereo not drawn)
→ -19%	/	-16%	/	/	13	/
28. CCN(CC)C(=O)Cn1c(=O)n(-c2ccc(Cl)cc2)c(=O)c2c3c(sc21)CCC3
→ 0%	/	-18%	/	/	-9	/
29. COc1ccc(CNC(=O)C[C@@H]2O[C@H](CNCc3cccc(Cl)c3)[C@@H](O)[C@H]2O)cc1
→ -14%[87.6 µM]	2%[172 µM]	14%[87.6 µM]	0%[88.5 µM]	i	0	0%[174 µM]
30. Cc1ncoc1C(=O)N1CC(Oc2ccc(-c3nc(-c4ccccc4)no3)cc2)C1
→ 26%	?	-6%	i	?	8	-27%
31. N#Cc1ccc(CN2CCc3nc(C(=O)Nc4cccc(C(F)(F)F)c4)oc3CC2)cc1
→ -26%	-2%	-17%	-9%	?	11	?
32. O=C(c1ccoc1)N1CCC(O)(c2ccccc2)[C@H](N2CCCC2)C1 (stereo partly drawn)
→ 5%	-4%	-6%	3%	-17%	22	?
33. CC(C)(C)COC(=O)N1C[C@@H](CO)[C@@H]2Oc3c(F)cccc3[C@@H]21
→ /	/	/	/	?	-3	32µM*
34. CCOc1ccc(CC(=O)Nc2c(C(=O)c3ccc(Cl)cc3)oc3ccccc23)cc1OCC
→ -5%	/	-4%	/	/	3	/
35. COc1ccc(Cn2ccn(Cc3cccc(Cl)c3)c(=O)c2=O)cc1
→ 6%	/	-9%	/	/	4	/
36. O=C(NCc1nnc2cc(-c3nc(C4CC4)no3)ccn12)c1ccccc1F
→ -21%	-8%	-6%	1%	?	11	-19%
37. COC(=O)CNC(=O)c1cc(-c2ccccc2OC)c2cccn2n1
→ 38%[activator]	/	3%	-4%	-24%	-5	3%
38. COc1ccc(CNC(=O)c2ccc3nnc(C4CCOCC4)n3c2)cc1
→ /	/	/	/	-2%	-10	-29%
39. COC1CCOC2(CCN(C(=O)Cn3c(=O)oc4ccccc43)CC2)C1 (stereo not drawn)
→ ?	-8%	-2%[12.5 µM]	i	-1%	-18	-1%
40. COc1cc(Nc2nc3c(S(=O)(=O)c4ccc(C)c(C)c4)nnn3c3ccsc23)cc(OC)c1
→ 19%	/	9%	/	/	4	/
41. O=C1Nc2ccccc2CN(CC2CC2)C12CCNCC2
→ -15%	/	3%	-11%	i	-20	i
42. CNC(=O)N1CCC(C2CCN(Cc3ccncc3)C2)CC1 (stereo not drawn)
→ ?	-7%	4%[12.5 µM]	i	2%	-4	-7%
43. COCCCNC(=O)CCC[C@@H]1[C@H]2CCCN3CCC[C@@H](CN1C(=O)c1cccnc1)[C@@H]23
→ 0%	2%	9%	2%	8%	4	i
44. COCC(=O)N1CCC(N2C(=O)c3c(c(C)nn3-c3ccccc3)C2C(C)C)CC1 (stereo not drawn)
→ /	/	/	/	?	-6	?
45. CS(=O)(=O)N1CCc2cc(C(=O)NCCc3ccccc3)ccc21
→ 88%[activator]	/	9%	/	/	5	/
46. COc1ccc(CN2C[C@@H]3C[C@@H](C(N)=O)N(C(=O)C4CCCC4)c4cccc(c43)C2=O)cc1
→ -12%[25.6 µM]	/	6%[23.9 µM]	-11%[27.3 µM]	-15%[57.5 µM]	14	?
47. Cc1nc(CNC(=O)c2ccc3c(c2)CN(CCCn2ccnc2)C3=O)no1
→ 16%	7%	7%	i	0%	-4	-11%
48. CCC(O)c1cc2c(cc1NC(=O)c1cccc(Br)c1)OCCO2 (stereo not drawn)
→ 29%	/	-20%	/	/	-20	/
49. Cc1cnc(C(=O)N2CCOCC(CO)C2)cn1 (stereo not drawn)
→ 25%	-14%	4%	?	-26%	11	-7%
50. Cn1c(=O)oc2cc(S(=O)(=O)CCC(=O)N3CCN(c4cccc(Cl)c4)CC3)ccc21
→ 29%	/	-4%	/	/	21	/
51. Cn1ncc2c(C(=O)NCC(F)(F)F)cc(-c3ccc(Cl)nc3)nc21
→ -10%	/	-3%	i	0%	-5	-18%
52. COc1ccccc1N1CCN([C@@H]2[C@H](O)[C@H](CO)O[C@@H]2CNC(=O)NC(C)C)CC1
→ -8%	0%	2%	0%	-2%	3	3%
53. COc1cc(OC)c(NC(=O)CSCc2nc(-c3ccc(OC)c(OC)c3)no2)cc1Cl
→ -6%	/	9%	/	/	-19	/
54. CC(Cn1cncn1)Nc1ccc(-c2nc(Cc3ccc(F)cc3)no2)cn1 (stereo not drawn)
→ 48%[activator]	-14%	5%	?	?	4	-22%
55. O=c1c2sc3ccccc3c2n(Cc2ccccc2)c(=O)n1Cc1ccccc1
→ -1%	/	16%	/	/	8	/
56. O=C1CC(c2noc(-c3ccccc3F)n2)CN1c1ccc(Cl)cc1 (stereo not drawn)
→ 1%	-8%	9%	i	?	1	?
57. CN(C)C[C@@H]1CN(c2ncccn2)C[C@H]1NC(=O)Cc1cccc(F)c1
→ 25%	9%	10%	-1%	i	-4	i
58. COc1cccc(N2C(=O)NC(=NC3CCCCC3)C23CCN(Cc2ccccc2)CC3)c1
→ -15%	/	-13%	i	i	7	-15%
59. COCCCN1C(=O)CC[C@H]2CN(C(=O)c3cn(C)c(=O)[nH]c3=O)CC[C@H]21
→ 2%	5%	5%	-1%	4%	-7	3%

Some of the entries so far, bar-delimited.
# | compound | SNCA expr inhib | Luciferase inh | SNCA viab count | GPT2 inh | HEK293 tox | IP6K1 inh | NIH3T3 tox
55 | O=c1c2sc3ccccc3c2n(Cc2ccccc2)c(=O)n1Cc1ccccc1 | -1% | / | 16% | / | / | 8 | /
56 | O=C1CC(c2noc(-c3ccccc3F)n2)CN1c1ccc(Cl)cc1 (stereo not drawn) | 1% | -8% | 9% | i | ? | 1 | ?

Taken from above.
no. 41 in SNCA viab count shows 3%
no. 53 in SNCA viab count shows 9%
